ELG1 DNA repair: ELG1-dependent DNA repair inhibition | HEK293T ELG1-luciferase reporter, luminescence, 16 h; DNA damage induced by 5-fluorouridine | Potency, µM (top dose mostly 46.1 µM), inactives show top-dose activity change, negative = inhibition, most hits filed as inhibitors | 2.3% of 330,000 active | AID 504467; also: potency is read from the fitted curve at half-maximal effect; % is scaled to controls: 0 for no effect and ±100 for the full control effect; nearly all actives have a fitted effect of over 55% in size
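Overnight (16 hr) co-exposure of 2,000 cells/well to 5-fluorouridine and compound at 37 °C preceded detection. Luciferase was quantified via ONE-Glo luminescence; loss of signal denotes inhibition.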
Integrin act MD: activates integrin-mediated alleviation for muscular dystrophy; Potency, µM (highest dose often 38.3 µM), without a hit: top-dose activation, hits mostly activators; alpha7betagal myoblasts, beta-gal FDG fluorescence, 48 h; 0.064% of 350,000 active; AID 624291;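 also: potency is read from the fitted curve at half-maximal effect; 100% = response of the positive control SU9516; nearly all actives have a fitted effect of over 60% in size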
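Alpha7betagal+/- myoblasts (passage 13) were plated 16-24 hr, then exposed to compounds (1:260 dilution of DMSO stock) for 48 hours at 37C. After MPER lysis, β-galactosidase reporter activity was read as FDG fluorescence (ex 480/em 540) after 30 minutes.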
TSHR antagonist: antagonists of human thyroid stimulating hormone receptor; 0.2% of 330,000 active; activity change, negative = inhibition, % at 11.5 µM; AID 504810; TSHR-expressing cells, TSH-stimulated cAMP HTRF, 2 h; active compounds read low;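 active = activity change below a set negative limit, meaning inhibition stronger than a set level, cut at about -70% in these data; inconclusive = activity change between two set negative limits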; also: % is scaled to controls: 0 for no effect and ±100 for the full control effect
Target sequence (P16473 whole entry, looked up): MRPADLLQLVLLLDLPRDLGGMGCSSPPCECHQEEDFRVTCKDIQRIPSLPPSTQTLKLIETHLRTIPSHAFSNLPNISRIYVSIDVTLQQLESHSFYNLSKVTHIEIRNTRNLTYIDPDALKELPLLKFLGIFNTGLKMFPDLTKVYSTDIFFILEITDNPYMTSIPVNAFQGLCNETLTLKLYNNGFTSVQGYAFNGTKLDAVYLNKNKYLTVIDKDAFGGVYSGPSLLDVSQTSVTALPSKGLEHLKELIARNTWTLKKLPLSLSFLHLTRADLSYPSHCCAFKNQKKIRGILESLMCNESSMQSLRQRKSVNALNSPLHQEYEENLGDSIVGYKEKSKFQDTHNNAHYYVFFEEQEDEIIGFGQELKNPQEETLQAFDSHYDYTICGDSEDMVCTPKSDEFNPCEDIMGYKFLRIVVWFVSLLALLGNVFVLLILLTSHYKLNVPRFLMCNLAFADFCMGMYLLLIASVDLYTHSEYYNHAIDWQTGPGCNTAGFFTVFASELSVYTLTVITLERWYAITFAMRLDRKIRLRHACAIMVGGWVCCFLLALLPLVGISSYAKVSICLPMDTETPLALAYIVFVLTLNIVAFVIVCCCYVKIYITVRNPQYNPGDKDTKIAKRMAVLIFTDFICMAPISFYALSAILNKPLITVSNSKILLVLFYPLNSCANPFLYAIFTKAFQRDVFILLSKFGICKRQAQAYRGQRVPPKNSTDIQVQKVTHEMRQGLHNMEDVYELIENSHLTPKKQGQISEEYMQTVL
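Inhibition of cAMP made by TSHR-expressing cells under TSH stimulation (4nM final, EC80; 2 h, 37 deg C) is quantified with a one-step lysis HTRF kit, anti-cAMP cryptate versus cAMP-d2.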
ASM inhibitor: blocks human secretory acid sphingomyelinase | 0.006% of 340,000 active | AID 504937 | placental ASM, HMU-PC fluorogenic substrate, 60 min | Potency, µM (highest dose often 57.5 µM), for inactives: top-dose activity change, negative = inhibition, actives largely listed as inhibitors | P17405; also: potency is read from the fitted curve at half-maximal effect
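Steps: dispense placental human ASM, pin compound, wait 10 min at room temperature, add HMU-PC0 substrate at 9 uM final, incubate 60 min at 37 °C, add stop solution raising pH to 10, read fluorescence.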
Tb PFK inh: T. brucei PFK enzyme inhibition. O15648. T. brucei PFK, ADP-Glo luminescence. Potency, µM (titrated, usually from 57.5 µM), for the others: at the highest dose activity, negative = inhibition, hits mostly inhibitors. 0.17% of 330,000 active. AID 485367;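 also: potency is read from the fitted curve at half-maximal effect; 0% = uninhibited 1x PFK enzyme wells and -100% = no-enzyme wells; nearly all actives have a fitted effect of over 60% in size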
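Compounds were pin-transferred as a titration series up to 57 uM into substrate buffer (0.5 mM F6P, 0.1 mM ATP, pH 8.0), then 1.25 nM PFK was added and reactions ran 45 min before ADP-Glo detection.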
A-T KAP1 phos: candidate therapy for ataxia-telangiectasia; […] A-T fibroblasts, KAP-1 phosphorylation AlphaLISA; neocarzinostatin DNA damage 30 min before lysis; Potency, µM (series often up to 57.5 µM), for inactives: at the highest dose activation, hits mostly activators; 0.19% of 320,000 active; AID 485349; also: potency is read from the fitted curve at half-maximal effect; % of control where 0% means no effect; nearly all actives have a fitted effect of over 45% in size
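hTERT-immortalized A-T patient fibroblasts ([…]), 500 cells/well in OPTI-MEM, 1% FBS, got compounds for 60 min, then NCS for 30 min at 37C. Lysates were then assayed for phospho-KAP-1 by AlphaLISA (anti-pKAP1 donor, anti-KAP1 acceptor beads), 6 hr at 25C.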
TSG101-PTAP inh: blocks PTAP/TSG101 interaction to inhibit HIV-1 budding. Fluorescence polarization, FITC-PTAP peptide / Tsg101 binding. Potency, µM (doses to about 115 µM), for the others: at the highest dose activity change, negative = inhibition, usual class: inhibitors. 340,000 tested, under 10 active; active = well fitted inhibition curve with a large enough effect in the main read-out, with a control signal flat, not every such curve was filed as active; inconclusive = small, poorly fitted or top-dose-only effect, or effect the other way, or a change in a side signal; inactive = no such curve, though single readings can be large or run the other way; also: potency is read from the fitted curve at half-maximal effect; % of control where 0% means no effect
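Fluorescence polarization binding of Tsg101 binding domain (10 uM final) to FITC-labeled PTAP peptide (50 nM final) in HEPES pH 7.5 buffer with NaCl, Tween 20, EDTA, TCEP. Compounds added before peptide; binding 20 min at RT.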
Mito fusion act: blocks mitochondrial division or promotes mitochondrial fusion. S. cerevisiae fusion-defective mutant growth rescue, CellTiterGlo 48 h. Potency, µM (highest dose often 46.1 µM), inactives show at the highest dose growth rescue (activation), hits mostly activators. 0.23% of 320,000 active. AID 485298;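 also: potency is read from the fitted curve at half-maximal effect; % of control where 0% means no effect; nearly all actives have a fitted effect of over 45% in size; temperature-sensitive fusion mutants such as fzo1-1 at 37 °C on non-fermentable ethanol glycerol medium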
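Yeast fusion mutant, YPEG (non-fermentable carbon), compound, 48 h at 37C non-permissive; CellTiterGlo added, 10 min RT, luminescence read. Rescued growth = division inhibition.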
TCR act: activates T cell receptor signaling | primary human leukocytes, anti-CD3, IL-2 HTRF, 48 h | Potency, µM (series often up to 9.22 µM), for the others: top-dose activation of IL-2 secretion, hits mostly activators | 330,000 tested, under 10 active; also: % of control where 0% means no effect
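Activity was scored as IL-2 release from primary human leukocytes given only a TCR signal (a-CD3 beads) plus compound for 48 hr. Detection used a two-antibody HTRF format read at 665nm.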
Eya2 phos inh: Eya2 (human) phosphatase inhibition; O00167; recombinant Eya2, OMFP fluorescence dephosphorylation (OMFP is methylfluorescein phosphate); Potency, µM (top dose mostly 76.9 µM), inactives show at the top dose activity, negative = inhibition, usual class: inhibitors; 0.006% of 330,000 active; AID 488837; also: potency is read from the fitted curve at half-maximal effect; % is scaled to controls: 0 for no effect and ±100 for the full control effect
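Eya2 (0.2 uM) preincubated 10 min at ambient with compound, then OMFP substrate added at 50 uM; 10 min reaction in 50 mM HEPES pH 7.5, 50 mM NaCl, 5 uM MgCl2, 0.05% BSA, 1 mM DTT. Fluorescence read at Ex 485/Em 525 nm.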
Chronic BCR inh: inhibitors of chronic active B-cell receptor signaling; ABC-DLBCL IkBa-CBG/CBR reporter, luminescence ratio, 4 h; Potency, µM (top dose mostly 46.1 µM), without a hit: at the highest dose ratio change, negative = lower green/red ratio, hits mostly inhibitors; 0.05% of 340,000 active; AID 493014; active = well fitted inhibition curve with a large enough effect in the signal ratio, with a control signal flat, not every such curve was filed as active; inconclusive = small, poorly fitted or top-dose-only effect, or effect the other way, or a change in a side signal; the % refers to the signal ratio;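 also: potency is read from the fitted curve at half-maximal effect; plate controls were basal doxycycline-induced cells for no effect and cells given 10 µM MG132 for full effect; MG132 reads +100%, hits lower the ratio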
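TMD8 ABC-DLBCL cells carrying doxycycline-inducible green luciferase fused to IkappaBalpha plus unfused red luciferase were exposed to compounds (up to 46 uM) for 4 hrs at 37C. Activity came from the overlap-corrected green/red luminescence ratio.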
* marks the source's active call; other numbers are inactive results; ? = inconclusive; / = not tested or not shown; [ ] = dose if it differs, or a comment. Unless noted, calls follow the shape of the dose curve; as a rule, active = well fitted curve in the direction sought with a large enough effect; inconclusive = small, poorly fitted or top-dose-only effect, or another doubt; inactive = no such curve, though single readings can be large; an effect the other way counts as inactive or inconclusive.

compound	ELG1 DNA repair	Integrin act MD	TSHR antagonist	ASM inhibitor	Tb PFK inh	A-T KAP1 phos	TSG101-PTAP inh	Mito fusion act	TCR act	Eya2 phos inh	Chronic BCR inh
O=C(NCC1CCCO1)c1cccc(-n2cnnn2)c1 (stereo not drawn)	8%	9%	-1	3%	0%	-2%	-1%	-2%	1%	0%	0%
Cn1cc(S(=O)(=O)Nc2cccc(F)c2)c(=O)n(C)c1=O	3%	7%	-1	8%	-4%	10%	0%	-4%	-1%	-13%	1%
O=C1c2oc3ccc(Cl)cc3c(=O)c2C(c2cccnc2)N1Cc1ccco1 (stereo not drawn)	12%	/	3	/	1%	3%	/	-1%	/	1%	-1%
COc1ccccc1NC(=O)c1sc(NC(=O)c2ccco2)c(C#N)c1C	-11%	10%	10	9%	1%	2%	-8%	3%	-1%	11%	?
COC(=O)n1c(=O)oc2ccccc21	6%	-7%	1	3%	0%	-3%	1%	1%	5%	-30%	4%
CC(=O)Nc1ccc(NC(=O)Cc2sc(C)nc2-c2ccc(C)cc2)cc1	7%	-19%	2	-1%	0%	-1%	0%	-6%	4%[46.1 µM]	-5%	?
C/C(=N\NC(N)=S)c1ccc2c(c1)OCCO2	?	?	0	-2%	-1%	3%	-2%	-2%	8%	6%	-19%
COC(=O)c1sccc1-n1cccc1C(=O)C(=O)N1CCCC1	5%	-4%	5	5%	2%	3%	1%	-1%	-4%	1%	1%
CC(=NNC(=O)c1cccc(S(=O)(=O)N2CCOCC2)c1)c1ccc(Cl)cc1	-16%	-3%	-1	-8%	0%	/	-5%	/	6%	-2%	0%
CC(C)c1ccc(NC(=O)CSc2nc(=O)n(CCCN3CCOCC3)c3c2CCCC3)cc1	-23%	6%	/	-2%	-3%	-10%	-4%	-4%	6%	-11%	-3%
N/C(=N\OC(=O)c1ccc([N+](=O)[O-])cc1)c1cccnc1	?	18%	1	0%	0%	-4%	0%	-1%	-1%[46.1 µM]	6%	?
CC(=O)Nc1ccc(S(=O)(=O)N(C)CC(=O)OC(C)C(=O)N(C)C2CCCCC2)cc1 (stereo not drawn)	19%	21%	9	1%	2%	3%	-1%	-1%	1%	9%	?
COc1ccc(C(C(=O)NC(C)(C)C)N(C(=O)CCC(=O)Nc2cc(C)on2)c2ccc3c(c2)OCCO3)cc1 (stereo not drawn)	-5%	-101%[inhibitor]	19	-3%	1%	-10%	0%	3%	0%	-9%	4%
O=C(CN1CCN(S(=O)(=O)c2ccccc2)CC1)NC(=O)NCc1ccccc1	12%	2%	15	0%	-1%	-10%	-1%	2%	-16%	-12%	2%
CC1(C)Cc2ccccc2-c2nnc(-c3cccnc3)n21	-1%	-2%	-1	9%	3%	-1%	-4%	1%	6%	-4%	1%
Cc1[nH]c(C)c2c(=O)n(-c3ccccc3)ncc12	?	3%	-9	2%	1%	11%	-5%	-1%	-8%	-8%	16%
Cc1nnc(SCC(=O)Nc2cc(S(=O)(=O)N3CCCC3)ccc2Cl)n1C1CC1	0%	15%	56	-1%	-2%	-3%	0%	5%	/	-5%	-1%
Cc1nc(C(C)N(C)Cc2nc(Cc3ccccc3F)no2)c(C)s1 (stereo not drawn)	-9%	-9%	-9	-1%	-2%	16%	2%	0%	-2%	3%	1%
Cc1ccc(C)c(OCCC(=O)OCC(=O)NCc2ccc(F)cc2)c1	19%	24%	17	2%	-6%	2%	-2%	-2%	7%	-15%	-1%
O=C(NCCCCc1ccccc1)C1CCCC1	12%	21%	7	-3%	2%	9%	0%	1%	-6%	11%	1%
COc1ccccc1NS(=O)(=O)c1ccc(NC(=O)N2CCCCC2)cc1	-2%	-6%	28	-2%	-2%	9%	/	2%	4%	5%	-8%
Cc1sc(NC(=O)c2c(F)cccc2F)nc1-c1ccccc1	25%	32%	-3	-10%	-3%	-9%	-5%	-6%	1%	-9%	?
COc1ccc(CCNC(=O)Cn2c(=O)n(CC3CCCO3)c(=O)c3ccccc32)cc1OC (stereo not drawn)	?	4%	11	-2%	0%	-1%	-8%	-7%	-3%	-1%	-11%
COc1cccc(NC(=O)Nc2cc(C)on2)c1	?	9%	-6	2%	1%	-2%	-5%	-1%	-3%	-3%	-1%
CCOC(=O)N1CCN(Cc2nc(-c3ccc(Cl)cc3)no2)CC1	-1%	-23%	-15	2%	-1%	6%	-3%	-3%	15%	3%	8%
S=c1[nH]nc(-c2cc(-c3ccccc3)n[nH]2)n1/N=C/C=C/c1ccco1	3%	15%	-14	-14%	-23%	6%	-6%	0%	1%	-19%	8%
OC(COCC1COc2ccccc2O1)CN1CCN(c2ccccc2)CC1 (stereo not drawn)	-12%	-8%	8	1%	0%	-2%	1%	-4%	-5%	-6%	-2%
COc1ccccc1N(CC(=O)NCCSC(C)(C)C)S(C)(=O)=O	-3%	-2%	-2	23%	1%	3%	-4%	-2%	-1%	24%	1%
O=S1(=O)C[C@@H]2N=C(N/N=C/c3ccccc3)S[C@@H]2C1	17%	0%	0	-3%	-3%	0%	2%	0%	1%	-1%	11%
COC1CCCCC1NS(=O)(=O)c1ccccc1 (stereo not drawn)	16%	4%	1	1%	0%	-5%	-2%	-3%	-3%	1%	1%
COc1ccccc1N(CCC#N)C(=S)Nc1ccc(S(=O)(=O)N2CCOCC2)cc1	-1%	-11%	2	-3%	7%	1%	-1%	/	6%[46.1 µM]	-2%	-1%
CCCN(CCC)Cc1c(C(=O)OCC)nnn1-c1nonc1N	-4%	10%	-10	7%	3%	4%	-1%	-1%	-7%	-7%	-2%
CSc1ccc(S(=O)(=O)N2CCC(C(=O)NCc3ccncc3)CC2)cc1	-3%	17%	13	4%	0%	0%	-1%	11%	1%	6%	2%
COc1cc2c(cc1OC)C(/C=C/c1ccco1)=NCC2	?	-27%	4	18%	19%	11%	-8%	14%	-4%	-13%	?
CC(C)OC(=O)NC(c1ccccc1)C(Cl)(Cl)Cl (stereo not drawn)	4%	?	-10	6%	0%	-4%	1%	-2%	0%[46.1 µM]	-4%	1%
Cc1ccc(NC(=O)Nc2ccccc2C(=O)NCc2ccccc2)cc1	?	-14%	-3	-5%	-6%	-4%	-5%	-1%	-6%	16%	?
COc1ccc(C(=O)O/N=C(\N)Cc2ccc(Cl)cc2)cc1OC	?	-1%	-2	-1%	-2%	10%	-9%	-9%	1%	4%	-5%
OCCN1CCN(C(=S)NCCc2ccccc2)CC1	?	-19%	4	1%	-8%	0%	-2%	-4%	-2%	-14%	4%
Cc1cc(OCCOc2cccc3cccnc23)c(C)cc1Cl	-9%	0%	41	-1%	2%	/	-3%	0%	1%	-16%	5%
Cc1c(N2CCCC2)cc2c(c1N)C(C)(C)CC2(C)C	-3%	-9%	-19	0%	6%	40%	-2%	-6%	5%	-2%	-1%
O=C(COc1ccc2c(c1)oc(=O)c1ccccc12)NCC1CCC(C(=O)O)CC1 (stereo not drawn)	21%	-23%	-15	-1%	5%	-1%	-7%	-1%	12%	-26%	-2%
Cc1cc(C)cc(NC2=NCC(=O)N2Cc2ccccc2)c1	4%	-27%	-2	4%	1%	1%	-2%	0%	0%	5%	-14%
COc1ccc(/C=C/C(=O)O)cc1S(=O)(=O)NCC1CCCO1 (stereo not drawn)	3%	-11%	26	0%	-1%	-3%	-1%	-1%	-76%	15%	-4%

Source: PubChem BioAssay

Random draw from the library; overall some 3.2% were active at least once.
